Assay outcomes from PubChem.
Yeast life ext: extends the lifespan of yeast; inhibition of the nicotinamide effect, % at 10 µM; S. cerevisiae growth with nicotinamide, OD615; deaD strain in restrictive glucose medium; AID 775; actives 0.68% (n = 130,000);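 active = inhibition above a set limit, placed 3 SD over the median of all compounds, cut at about 26% in these data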;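 also: 0% = nicotinamide-treated wells and 100% = cells grown without nicotinamide; some compounds called inactive have numbers as strong as hits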
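Measured by: optical density (absorbance) at 615 nm; System: modified budding yeast, DeaD strain; Medium: restrictive CSMM-D dextrose medium; Timing: 4 h preincubation then 48 h treatment at 30 °C.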
Measles CPE: protection of cells from measles virus; Measles virus-infected cells, CPE protection, absorbance; protection (pct of control), % at 4 µM; actives 1.5% (n = 140,000); AID 841; in the data active = protection mostly above about 24%, no sharp cut-off; inactive = mostly below about 26%; also: some compounds called inactive have numbers as strong as hits
BB579 growth dn: reduces growth of yeast BB579 in restrictive medium. S. cerevisiae BB579 growth, OD615, 48 h. inhibition, % at 10 µM. actives 0.51% (n = 140,000). AID 804;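 active = inhibition above a set limit, 3 SD over the mean compound inhibition, cut at about 44% in these data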; also: inactives centre near -24
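Test system: DeaD yeast strain BB579 / Buffer or medium: restrictive glucose-based CSMM-D medium / Doses: single 10 µM dose / Schedule: 4 h cell preincubation, 48 h compound exposure, 30 °C humidified / Technique: culture absorbance at 615 nm / Controls: amphotericin B positive control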
bCat KO growth: beta-catenin-lacking colon tumor cell growth suppression. HCT116 beta-catenin knockout viability, CellTiter-Glo, 60 h; stronger effect = lower value. viability, % at 10 µM. actives 1.5% (n = 140,000). AID 818;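 active = viability at or under a set limit, the compound median less 4 SD, cut at about 6% in these data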;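 also: 0% = Hyamine 1622 control at 20 µM and 100% = untreated cell control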
E-sel TNF inh: TNF alpha driven E-selectin expression inhibition; HUVEC TNFa-induced E-selectin immunofluorescence, high content; inhibition, % at 2 µM; actives 0.71% (n = 120,000); AID 1246;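 active = inhibition above the batch mean plus 3 SD, and confirmed as a hit on visual image review, cut at about 43% in these data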;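 also: 0% = TNF-stimulated DMSO wells and 100% = unstimulated control wells; not every result past the cut was called active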
MRP-1 activ: activators of MRP-1. H69AR cells + doxorubicin, viability rescue, CellTiter-Glo. viability increase, % at 10 µM. actives 0.61% (n = 140,000);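 active = viability gain under doxorubicin at or above a set limit, the compound median plus 3 SD, cut at about 4.7% in these data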;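 also: MRP-1 overexpressing cells given doxorubicin 25 µM after compound pretreatment; 18-22 h compound pretreatment then 72 h with doxorubicin before readout; 0% = doxorubicin-only wells and 100% = vehicle-treated cells without doxorubicin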
HCT116 PTEN-null: PTEN-deleted cell growth suppression; viability, % at 10 µM; actives 1.2% (n = 140,000); HCT116 PTEN-null viability, CellTiter-Glo, 60 h; stronger effect = lower value; AID 827;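 active = viability at or below a set limit, 4 SD under the median of all tested compounds, cut at about 3.7% in these data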;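 also: PTEN knockout HCT116 line with beta catenin targeted HCT116 as companion control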
GALR2 antag: antagonists of human galanin receptor 2 (GALR2). O43603. actives 0.39% (n = 140,000). inhibition, % at 4 µM. GALR2-expressing cells, antagonist mode; in the data active = inhibition above about 27%;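 also: cells stimulated with galanin 1-16 at roughly its EC80; 0% = agonist challenge control and 100% = basal control without agonist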
Target sequence (O43603 whole entry, looked up): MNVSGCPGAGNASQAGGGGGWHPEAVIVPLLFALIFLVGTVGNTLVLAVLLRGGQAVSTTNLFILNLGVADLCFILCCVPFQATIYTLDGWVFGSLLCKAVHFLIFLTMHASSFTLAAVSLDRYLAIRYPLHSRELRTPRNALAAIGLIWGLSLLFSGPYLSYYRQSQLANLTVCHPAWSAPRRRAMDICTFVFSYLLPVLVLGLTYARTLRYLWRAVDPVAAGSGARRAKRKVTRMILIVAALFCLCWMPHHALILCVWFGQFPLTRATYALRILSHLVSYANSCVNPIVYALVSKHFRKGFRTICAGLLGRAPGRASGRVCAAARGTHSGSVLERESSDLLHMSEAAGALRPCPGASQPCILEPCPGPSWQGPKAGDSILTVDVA
NPY Y2 blocker: NPY-Y2 (human) receptor antagonism; P49146; NPY-Y2 expressing cells, antagonist mode; inhibition, % at 2.7 µM; actives 0.99% (n = 140,000); AID 793; in the data active = inhibition above about 17%;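 also: 0% = vehicle with agonist challenge and 100% = reference antagonist with challenge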
Target sequence (P49146 whole entry, looked up): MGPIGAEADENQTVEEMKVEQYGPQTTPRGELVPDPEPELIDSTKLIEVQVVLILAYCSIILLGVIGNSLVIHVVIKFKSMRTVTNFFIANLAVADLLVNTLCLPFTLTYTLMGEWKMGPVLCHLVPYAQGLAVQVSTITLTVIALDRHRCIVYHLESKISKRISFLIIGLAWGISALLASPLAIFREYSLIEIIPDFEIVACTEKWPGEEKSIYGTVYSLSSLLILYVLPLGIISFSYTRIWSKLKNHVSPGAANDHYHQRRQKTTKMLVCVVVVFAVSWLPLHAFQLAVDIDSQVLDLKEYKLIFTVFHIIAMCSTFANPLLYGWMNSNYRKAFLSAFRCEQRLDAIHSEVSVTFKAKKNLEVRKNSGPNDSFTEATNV
Phagocyt inh: macrophage phagocytosis inhibition | inhibition, % at 5 µM | actives 0.07% (n = 110,000) | J774A.1 macrophage IgG-bead phagocytosis, imaging | AID 1029;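 active = inhibition above the mean of the plate negative controls plus 5 SD, cut at about 13% in these data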;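 also: phagocytic index as fraction of beads internalized from green versus red external bead signal; plate controls were DMSO negative control for no effect and cytochalasin-D positive control for full effect; some results beyond the cut were filed as inactive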
* hit, by the source's call; nt = not tested or not shown.

SMILES	Yeast life ext	Measles CPE	BB579 growth dn	bCat KO growth	E-sel TNF inh	MRP-1 activ	HCT116 PTEN-null	GALR2 antag	NPY Y2 blocker	Phagocyt inh
COC(=O)c1cnc(SC)nc1C	-12	12	-63	104	-42	-0.1	103	11	0	0
CCCc1oc2c(c(=O)c1CC)C(=O)CC(C)(C)C2	-20	4	-25	105	-2	-2.1	98	-1	1	0
Cc1ccccc1Cn1cc(NC(=O)c2cc(-c3cccs3)on2)cn1	-9	24	-24	75	-4	-2.2	72	11	1	-2
CS(=O)(=O)N(CC(N)=O)c1ccc2c(c1)OCO2	-9	13	0	101	-19	-1.9	110	4	4	-1
O=C(Cn1cccc1C(=O)c1ccccc1)NCc1ccco1	-1	20	-39	100	nt	-2.8	103	3	6	-3
COCCOC(=O)C(C#N)c1nc2ccccc2nc1N1CCCC1 (stereo not given)	-15	6	-21	97	-1	-0.7	97	-4	-1	-1
CCC(C(=O)NC1CCCC1)N(Cc1ccco1)C(=O)Cn1nnc(-c2ccc(C)cc2)n1 (stereo not given)	-13	3	-3	54	5	0.7	55	-2	3	0
Cc1cc(NC(=O)C(=O)NCCN2CCN(C(=O)c3cccs3)CC2)ccc1Br	nt	16	-24	79	0	-2.6	87	1	2	nt
CCNC(=S)SCCOc1ccccc1C	-5	23	-19	98	9	-3.1	99	-1	8	-9
Cn1c(=O)[nH]c(=O)c2c1nc(CN1CCN(c3ccccc3F)CC1)n2CC(N)=O	-7	20	-44	90	0	0.8	97	7	1	nt
COCCCNCCOCCOc1ccccc1-c1ccccc1	7	4	-19	65	14	-2.8	75	5	5	-1
CCOC(=O)N1CCN(C(=S)Nc2ccc(C)cc2)CC1	-2	17	-28	93	nt	0.7	95	11	4	-5
CN(C)c1nc(N)nc(-c2nc3ccccc3s2)n1	-8	4	-28	83	-15	-4.4	79	11	3	-1
CC(=O)Nc1cccc(NC(=O)CSc2nnnn2C(C)C)c1	-11	12	-14	103	5	-1.9	94	-17	0	1
CCc1ccc(N2CC(C(=O)Nc3nnc(CC)s3)CC2=O)cc1 (stereo not given)	-3	27	-18	90	11	-1.8	94	-16	5	1
CCN1C(=O)/C(=C2\C=Cc3cc(C)ccc3N2CC)OC1=S	nt	5	-12	94	-11	-0.6	92	-3	-2	nt
CC1=NN(C(=O)c2nn(C)cc2Br)C(O)(C(F)(F)F)C1 (stereo not given)	2	4	-40	101	12	3.1	96	10	9	-3
CCOc1cccc(C(=O)NC(=S)Nc2cccc(C)c2)c1	-9	1	-10	94	nt	1.9	86	-4	2	-3
Cc1cc(Nc2c(C)cccc2C)n2nc(C)nc2n1	-3	10	19	95	nt	-0.9	97	-1	-1	0
O=C1c2ccccc2C(Nc2ccc(S(=O)(=O)N3CCCCCC3)cc2)N1c1ccccn1 (stereo not given)	-8	22	-19	92	20	0.1	91	14	5	nt

Full records as entered above. Screens in order: Yeast life ext | Measles CPE | BB579 growth dn | bCat KO growth | E-sel TNF inh | MRP-1 activ | HCT116 PTEN-null | GALR2 antag | NPY Y2 blocker | Phagocyt inh
Cc1cc(NC(=O)C(=O)NCCN2CCN(C(=O)c3cccs3)CC2)ccc1Br across the screens: nt | 16 | -24 | 79 | 0 | -2.6 | 87 | 1 | 2 | nt
O=C(Cn1cccc1C(=O)c1ccccc1)NCc1ccco1 across the screens: -1 | 20 | -39 | 100 | nt | -2.8 | 103 | 3 | 6 | -3

(continued)
SMILES	Yeast life ext	Measles CPE	BB579 growth dn	bCat KO growth	E-sel TNF inh	MRP-1 activ	HCT116 PTEN-null	GALR2 antag	NPY Y2 blocker	Phagocyt inh
CN(/N=C/c1ccc2c(c1)OCO2)c1ccccc1	-10	10	-47	79	nt	1.8	79	-3	1	nt
O=S1(=O)CC(O)C(NCc2ccco2)C1 (stereo not given)	-5	2	6	110	nt	-1.3	104	0	2	-2
COc1cc(C(=O)NNC2=NC(C)(C)Cc3cc(C)c(C)cc32)cc(OC)c1OC	6	15	-11	95	nt	-0.3	99	-1	2	nt
COc1ccc(-c2nc(N)ncc2-c2csc(C)n2)c(O)c1	-2	12	9	88	0	-0.9	85	-18	0	1
Brc1cccc(C2CC(c3ccccc3)n3nnnc3N2)c1 (stereo not given)	-5	12	-12	96	nt	-4.2	83	-3	1	-2
O=C(NCCSCc1ccccc1)c1ccc(F)cc1	1	20	-5	96	nt	-1.7	95	2	2	1
Cn1c(O)c(N=NC(=O)CNC(=O)c2ccco2)c2ccccc21	6	10	-9	96	-14	-0.7	92	2	4	-11
Cc1ccc(CNC(=O)C2CCC(CNc3c(N4CCOCC4)c(=O)c3=O)CC2)cc1 (stereo not given)	-10	9	0	105	nt	0.7	94	-2	2	0
CCOc1ccc(CCNC(=O)Cn2cccc2C(=O)c2ccccc2C)cc1OCC	1	24	-20	92	19	-3.0	91	3	6	-8
CC1(C)C2CCC1(CS(=O)(=O)Nc1ccc(S(=O)(=O)N3CCCC3)cc1)C(=O)C2 (stereo not given)	-4	4	-9	83	-28	-2.6	106	0	0	-1
Cc1ccc2c(c1)CCCN2C(=O)c1ccoc1C	-20	7	-17	87	nt	-5.3	86	6	3	0
Cc1ccc(NC(=O)COC(=O)c2cc(Cl)cc(Cl)c2)c(Br)c1	16	8	-63	97	-2	-1.7	105	-2	4	-5
CCOc1cc(CNc2ccccc2SC)ccc1O	-6	5	-33	95	0	-3.2	91	-7	-1	-5
CC(=O)Nc1sc(C)c(C)c1C(=O)Nc1ccc(C)cc1	-9	17	-13	94	nt	-0.9	95	0	4	nt
CN(C)S(=O)(=O)c1cc(S(=O)(=O)N(C)C)c(Cl)cc1N	-4	17	-13	98	nt	-0.5	101	-3	3	0
Cc1ccc(C)c(N2CCN(CC(=O)Nc3ccc4[nH]c(=O)[nH]c4c3)CC2)c1	-2	20	-24	87	6	-3.4	92	-1	3	nt
Cc1cc(C)cc(NC(=O)C2CCN(c3nccs3)CC2)c1	-23	6	-5	123	-33	-2.5	106	-2	-3	0
O=C(C1CCN(c2nnnn2-c2ccccc2)CC1)N1CCN(c2ccccc2)CC1	-1	6	-24	91	-20	-2.7	92	4	1	0
COc1cc(CCC(=O)OCC(=O)Nc2c(C)cccc2C(C)C)cc(OC)c1OC	2	9	-20	88	-2	3.3	92	-5	3	-11
NC(=O)c1sc2nc(N3CCCCC3)c3c(c2c1N)CCCC3	-6	12	-22	94	-31	-3.7	93	4	4	3

3 records picked at random from the list so far:
SMILES	Yeast life ext	Measles CPE	BB579 growth dn	bCat KO growth	E-sel TNF inh	MRP-1 activ	HCT116 PTEN-null	GALR2 antag	NPY Y2 blocker	Phagocyt inh
CCOc1cc(CNc2ccccc2SC)ccc1O	-6	5	-33	95	0	-3.2	91	-7	-1	-5
Cc1cc(C)cc(NC(=O)C2CCN(c3nccs3)CC2)c1	-23	6	-5	123	-33	-2.5	106	-2	-3	0
Brc1cccc(C2CC(c3ccccc3)n3nnnc3N2)c1 (stereo not given)	-5	12	-12	96	nt	-4.2	83	-3	1	-2

The list goes on:
SMILES	Yeast life ext	Measles CPE	BB579 growth dn	bCat KO growth	E-sel TNF inh	MRP-1 activ	HCT116 PTEN-null	GALR2 antag	NPY Y2 blocker	Phagocyt inh
CCCCC(=O)Nc1ccc(NC(=O)c2cccnc2)cn1	-1	18	-16	104	19	-2.0	94	-7	2	-4
c1ccc(-n2ncc3c(N4CCCC4)ncnc32)cc1	-16	5	-23	71	-13	0.1	79	6	2	nt
N#C/C(=C\c1cc2ccccc2nc1N1CCOCC1)C(=O)Nc1ccc(N2CCOCC2)cc1	-4	11	-19	95	nt	-2.9	86	-12	1	-4
Cc1ccc(NS(=O)(=O)c2ccc(OCC(=O)NCc3ccncc3)cc2)cc1	-6	13	2	94	nt	1.0	91	-2	0	6
COc1ccc(N2C(=O)CC(n3c(CCCCO)nc4ccccc43)C2=O)cc1 (stereo not given)	-10	20	7	98	-3	-1.9	104	-7	0	-2
CCC1(C(=O)O)NC(c2cc(OC)ccc2O)C2C(=O)N(Cc3ccccc3)C(=O)C21 (stereo not given)	-11	11	28	93	nt	-0.4	79	-2	0	0
COC(=O)C1CCN(c2cc(=O)n(-c3ccccc3Cl)c(=O)[nH]2)CC1	7	22	-19	107	15	-0.2	104	5	0	1
COc1ccc([N+](=O)[O-])cc1NC(=O)C(C)OC(=O)c1ccccc1C(=O)c1ccc(Cl)cc1 (stereo not given)	1	9	-39	67	nt	-2.9	74	-14	8	-6
Cc1ccc(NC(=O)C(CC(C)C)NC(=O)C2CCC(C)CC2)nc1 (stereo not given)	3	3	-29	86	11	-2.1	75	6	-1	1
Cc1cc(C)n(CCCNC(=O)c2ccc3c(c2)NC(=O)CS3)n1	-11	22	-25	88	-3	-1.6	93	-9	0	1
CCOC(=O)N1CCC(NC(=O)CCc2c(C)nc3ncnn3c2C)CC1	4	13	-1	101	-10	-0.2	98	-9	1	nt
O=C(NC(=S)Nc1ccc2c(c1)OCCO2)c1ccccc1	-24	12	-26	97	-32	-1.6	98	-4	4	nt
Cc1cccc(C)c1NC(=O)CCCSc1nnc(-c2ccco2)o1	-14	4	-29	105	-18	-2.0	86	-4	1	nt
O=C(Cc1cccs1)N1CCN(c2nc(-c3ccc(Cl)cc3)cs2)CC1	2	2	-66	82	18	2.2	82	11	3	-1
COc1ccc(-c2nnc(-c3ccc(OCC(C)C)cc3)o2)cc1	1	7	-48	88	0	1.6	88	-4	7	nt
CN(C)CCNC(=O)c1cc2cc(Br)ccc2oc1=O	-16	5	-2	93	8	-2.6	115	17	2	-1
CCCn1c(=O)c2ccccc2n2c(SCCOc3ccccc3F)nnc12	0	17	-37	79	-15	-3.1	78	-19	17*	-3
COc1ccccc1Nc1nc(NCCO)c2ccccc2n1	1	22	-1	95	14	0.9	88	8	6	-2
CCOc1ccc(-c2nnn(CC(=O)N3CCN(c4ccc(OC)cc4)CC3)n2)cc1OCC	-8	15	1	86	7	-0.3	78	11	0	3
CCC(=O)N1C(C(=O)NCc2ccc(OC)cc2)CSC1c1ccc(OC)cc1 (stereo not given)	-7	14	20	97	-18	-1.6	105	-2	0	nt

Nothing new here: an excerpt of the list.
SMILES	Yeast life ext	Measles CPE	BB579 growth dn	bCat KO growth	E-sel TNF inh	MRP-1 activ	HCT116 PTEN-null	GALR2 antag	NPY Y2 blocker	Phagocyt inh
CCCCC(=O)Nc1ccc(NC(=O)c2cccnc2)cn1	-1	18	-16	104	19	-2.0	94	-7	2	-4
c1ccc(-n2ncc3c(N4CCCC4)ncnc32)cc1	-16	5	-23	71	-13	0.1	79	6	2	nt

Entries above printed as active in NPY Y2 blocker:
smiles	Yeast life ext	Measles CPE	BB579 growth dn	E-sel TNF inh	GALR2 antag	NPY Y2 blocker	Phagocyt inh
CCCn1c(=O)c2ccccc2n2c(SCCOc3ccccc3F)nnc12	0	17	-37	-15	-19	17*	-3
